# EPAC2 agonist = EPAC2 (human) agonism. Q8WZA2. EPAC2 activation, biochemical qHTS; response scale: 100% = 6.5 mM cAMP response. Potency, µM (doses to about 154 µM), without a hit: at the top dose activation, usual class: activators. hit rate 0.079% among 360,000. AID 720711; also: potency is read from the fitted curve at half-maximal effect; nearly all actives have a fitted effect of over 50% in size
# Target sequence (Q8WZA2 whole entry, looked up): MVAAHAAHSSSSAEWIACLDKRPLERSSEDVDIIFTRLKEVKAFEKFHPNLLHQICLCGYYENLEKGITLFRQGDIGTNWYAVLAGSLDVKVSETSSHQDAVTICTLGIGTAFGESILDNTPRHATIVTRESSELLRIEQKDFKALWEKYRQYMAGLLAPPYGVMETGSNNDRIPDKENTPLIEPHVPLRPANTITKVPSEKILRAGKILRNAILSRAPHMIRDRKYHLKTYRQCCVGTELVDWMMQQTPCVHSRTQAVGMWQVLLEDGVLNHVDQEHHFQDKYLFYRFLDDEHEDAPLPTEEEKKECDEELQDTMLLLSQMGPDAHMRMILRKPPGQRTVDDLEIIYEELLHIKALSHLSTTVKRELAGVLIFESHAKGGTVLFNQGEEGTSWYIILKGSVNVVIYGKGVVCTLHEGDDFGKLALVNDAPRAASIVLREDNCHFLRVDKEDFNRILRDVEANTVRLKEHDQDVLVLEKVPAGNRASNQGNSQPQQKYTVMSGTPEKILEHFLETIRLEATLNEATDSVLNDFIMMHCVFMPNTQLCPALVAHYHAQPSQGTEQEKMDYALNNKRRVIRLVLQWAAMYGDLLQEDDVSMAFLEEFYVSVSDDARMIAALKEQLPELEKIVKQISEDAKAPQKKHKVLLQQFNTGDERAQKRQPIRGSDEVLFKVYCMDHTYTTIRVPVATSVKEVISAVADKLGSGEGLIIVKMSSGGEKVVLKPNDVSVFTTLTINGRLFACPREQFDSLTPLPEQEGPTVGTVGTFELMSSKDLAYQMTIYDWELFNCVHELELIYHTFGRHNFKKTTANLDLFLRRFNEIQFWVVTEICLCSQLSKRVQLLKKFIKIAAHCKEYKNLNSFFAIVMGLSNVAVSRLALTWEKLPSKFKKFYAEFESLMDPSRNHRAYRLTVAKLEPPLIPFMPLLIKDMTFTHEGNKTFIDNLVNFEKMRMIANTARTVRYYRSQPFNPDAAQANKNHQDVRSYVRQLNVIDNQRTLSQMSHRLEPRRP
#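 Nucleotide exchange monitored as fluorescence drop when BODIPY-GDP leaves Rap1B. Reaction: 100 nM EPAC2, 250 nM RAP1B-BODIPY-GDP, 50 uM GDP, room temperature, kinetic read over 30 min. Activity expressed relative to 6.5 mM cAMP.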
# Abeta rescue = restores growth of yeast expressing A-beta42 peptide. yeast expressing A-beta42, growth rescue, OD600, 48 h; response scale: 0% DMSO, 100% iron-clioquinol control. Potency, µM (series often up to 46.1 µM), without a hit: top-dose growth rescue, usual class: activators. hit rate 0.063% among 410,000; also: potency is read from the fitted curve at half-maximal effect; nearly all actives have a fitted effect of over 55% in size
#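 Growth rescue measured by 600 nm absorbance after 48 h yeast culture at 30 C with compound. Values normalized between DMSO and an equimolar ferric chloride plus clioquinol control.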
# EPAC2 antagonist = EPAC2 (human) antagonism; Q8WZA2; EPAC2 GEF exchange of Rap1B-BODIPY-GDP, fluorescence; Potency, µM (highest dose often 114 µM), for inactives: at the highest dose activity, negative = inhibition, hits mostly inhibitors; hit rate 0.18% among 360,000; AID 720708; also: potency is read from the fitted curve at half-maximal effect; % is scaled to controls: 0 for no effect and ±100 for the full control effect; nearly all actives have a fitted effect of over 45% in size; many of its hits are not listed in these tables
# FUS suppressor = rescues growth of FUS-expressing yeast; AID 1347120; S. cerevisiae FUS-expressing, growth rescue, OD600, 24 h; hit rate 0.24% among 390,000; Potency, µM (series often up to 76.6 µM), for the others: top-dose growth rescue (activation), actives largely listed as activators;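 also: potency is read from the fitted curve at half-maximal effect; plate controls were DMSO vehicle for no effect and reference control for full effect; nearly all actives have a fitted effect of over 55% in size; some results filed as inactive show a strong effect at the top dose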
#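 Yeast expressing FUS under galactose induction, OD 0.005 in 2% galactose medium; compounds in a dilution series, 24 h at 30C. Growth rescue by absorbance at 600 nm; CP55940 positive control, DMSO negative.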
# DRD3 agonist = agonists of human D3 dopamine receptor. D3R DiscoveRx beta-arrestin cells, luminescence, 90 min. P35462. hit rate 0.58% among 410,000. AID 652048. max activation, %; in the data active = max activation above about 30%; also: 0% is about no effect; mostly tested at two doses, the higher about 12 µM
#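 Agonist mode: compounds and dopamine controls were applied to plated cells for 90 min at 37 degrees C after an overnight attachment at 1500 cells/well. Luminescent read-out followed 30 - 60 minutes at room temperature with DiscoveRx detection reagent.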
# aSyn yeast inh = inhibitors of alpha-synuclein toxicity in yeast; Yeast expressing alpha-synuclein, growth rescue, BacTiter-Glo, 24 h; Potency, µM (series often up to 46.1 µM), for inactives: at the highest dose growth rescue (activation), most hits filed as activators; hit rate 0.14% among 370,000; AID 652106; also: potency is read from the fitted curve at half-maximal effect; % of control where 0% means no effect; nearly all actives have a fitted effect of over 65% in size
#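 Galactose-induced alpha-syn yeast (OD600=0.02, raffinose-pregrown) + pinned cpd, 24 hr, 30 deg C; growth by BacTiter-Glo luminescence. Growth restoration scores as activation.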
# TDP43 rescue = TDP-43 toxicity inhibition in yeast. TDP-43 expressing yeast growth rescue, BacTiter-Glo, 24 h. Potency, µM (series often up to 46.1 µM), for the others: at the top dose growth rescue (activation), actives largely listed as activators. hit rate 1.8% among 410,000. AID 652104; also: potency is read from the fitted curve at half-maximal effect; % of control where 0% means no effect; nearly all actives have a fitted effect of over 50% in size
#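 In this qHTS, compounds that restore growth of yeast expressing TDP-43 appear as activators. Cells (OD600=0.02, galactose medium, raffinose-pregrown) are incubated with compound 24 hr at 30 deg C and growth is quantified by BacTiter-Glo.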
# D3 antag = blocks the human D3 dopamine receptor; D3R cells, DiscoveRx beta-arrestin luminescence, antagonist mode; hits give low values; max response, negative = inhibition, %; AID 652054; P35462; hit rate 2.5% among 360,000; in the data active = max response below about -50%; inconclusive = no clear call, values can overlap the other calls; also: % is scaled to controls: 0 for no effect and ±100 for the full control effect; mostly tested at two doses, the higher about 12 µM
#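 Cells plated overnight at 1500 cells/well, then exposed to library compounds with dopamine controls for 90 minutes at 37 degrees C. DiscoveRx reagent added for 30–60 minutes at room temperature; luminescence read, quantitative HTS format.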
# Active calls of the source: *; ? = inconclusive; · = not tested or not shown; [ ] = another dose, or the depositor's remark. Unless noted, calls follow the shape of the dose curve; as a rule, active = well fitted curve in the direction sought with a large enough effect; inconclusive = small, poorly fitted or top-dose-only effect, or another doubt; inactive = no such curve, though single readings can be large; an effect the other way counts as inactive or inconclusive. Only part of the results is shown (hit frequency here may not be typical).
SMILES,EPAC2 agonist,Abeta rescue,EPAC2 antagonist,FUS suppressor,DRD3 agonist,aSyn yeast inh,TDP43 rescue,D3 antag
Cc1cccc(N2CC(C(=O)Nc3ccc(S(=O)(=O)N4CCCCC4)cc3)CC2=O)c1C (stereo unspecified),-2%,-6%,-13%,?,-7,4%,-3%,17
CSc1ccccc1NC(=O)COc1ccc(Cl)cc1,26%,-6%,-3%,39%,-19,12%,?,10
Cc1ccc(S(=O)(=O)N(C)c2nonc2C)cc1,3%,-12%,5%,11%,3,3%,?,3
Cc1ccc(C)c(OCC(=O)NCCNC(=O)COc2cc(C)ccc2C)c1,-10%,8%,-6%,32%,7,7%,-6%,3
Cc1ccc(-n2nnnc2Sc2ccc(S(=O)(=O)NCCN(C)C)cc2[N+](=O)[O-])cc1,10%,-4%,-7%,·,-5,-2%,-10%,0
COc1cccc(NC(=O)C(=O)NCCc2sc(-c3cccc(C)c3)nc2C)c1,·,-17%,·,-10%,30,-15%,15%,·
Cc1ccc(S(=O)(=O)Nc2cccc(C(=O)N3CCC(C(N)=O)CC3)c2)cc1,0%,-24%,0%,-13%,-5,-5%,-16%,-8
O=C(OCc1ccccc1C(F)(F)F)c1cc([N+](=O)[O-])ccc1N1CCOCC1,6%,26%,-16%,27%,-9,17%,14%,-28
Cc1ccc2c(=O)c(C(=O)c3ccccc3)cn(CC(=O)Nc3ccc(C)c(Cl)c3)c2n1,·,-31%,·,-19%,16,·,1%,·
CCOc1cc(CN2CCC(N3CCC(C(=O)NC4CC4)CC3)CC2)ccc1O,15%,-11%,5%,-13%,4,-1%,15%,17
COc1ccccc1N1CCN(C(=O)CN2C(=O)c3ccccc3C2=O)CC1,-4%,-1%,0%,21%,-1,-4%,-14%,-17
COc1cc(OC)cc(-c2nnc(Nc3nc4c(F)cccc4s3)o2)c1,-3%,1%,5%,-18%,-6,9%,-22%,-19
CCCCN(C)C(=O)c1ccc(CS(=O)(=O)c2ccccc2C)o1,-11%,-17%,-16%,-9%,-1,-7%,20%,-1
O=C(NCC1CCCO1)c1ccc(NC(=O)c2cc(F)c(F)cc2Cl)cc1 (stereo unspecified),6%,-3%,2%,-10%,4,1%,8%,4
NC(=O)C1CCN(C(=O)CN2C(=O)c3ccccc3S2(=O)=O)CC1,11%,1%,-1%,7%,-4,0%,-12%,12
COc1ccc(NC(=O)C2CCCN2C(=O)Nc2ccccc2)cc1OC (stereo unspecified),6%,1%,5%,14%,-1,2%,11%,-18
CCc1c(O)nc(SCC(=O)Nc2ccccc2)n(-c2ccccc2C)c1=O,8%,-8%,-11%,?,0,-2%,1%,15
COc1cc(SC#N)ccc1N=Cc1c(C)[nH]n(-c2cccc3ccccc23)c1=O,1%,-7%,13%,38%,0,7%,1%,13
Cc1ccc(N(CC(=O)NCc2ccncc2)S(C)(=O)=O)cc1,-3%,15%,1%,2%,2,-1%,14%,-3
CC(=O)NC(CCS(C)(=O)=O)C(=O)Nc1ccc(C)c(F)c1 (stereo unspecified),3%,-20%,-10%,-2%,1,-2%,-4%,-27

# Shown with bars between the fields: part of the list above
molecule | EPAC2 agonist | Abeta rescue | EPAC2 antagonist | FUS suppressor | DRD3 agonist | aSyn yeast inh | TDP43 rescue | D3 antag
CCOc1cc(CN2CCC(N3CCC(C(=O)NC4CC4)CC3)CC2)ccc1O | 15% | -11% | 5% | -13% | 4 | -1% | 15% | 17
Cc1ccc(S(=O)(=O)Nc2cccc(C(=O)N3CCC(C(N)=O)CC3)c2)cc1 | 0% | -24% | 0% | -13% | -5 | -5% | -16% | -8
COc1ccc(NC(=O)C2CCCN2C(=O)Nc2ccccc2)cc1OC (stereo unspecified) | 6% | 1% | 5% | 14% | -1 | 2% | 11% | -18
CCCCN(C)C(=O)c1ccc(CS(=O)(=O)c2ccccc2C)o1 | -11% | -17% | -16% | -9% | -1 | -7% | 20% | -1
Cc1ccc(N(CC(=O)NCc2ccncc2)S(C)(=O)=O)cc1 | -3% | 15% | 1% | 2% | 2 | -1% | 14% | -3
CC(=O)NC(CCS(C)(=O)=O)C(=O)Nc1ccc(C)c(F)c1 (stereo unspecified) | 3% | -20% | -10% | -2% | 1 | -2% | -4% | -27

# New compounds follow.
SMILES,EPAC2 agonist,Abeta rescue,EPAC2 antagonist,FUS suppressor,DRD3 agonist,aSyn yeast inh,TDP43 rescue,D3 antag
CCN(CC)S(=O)(=O)c1cccc(C(=O)Nc2nnc(C)s2)c1,2%,-6%,-1%,3%,3,-2%,1%,1
CCc1cc(C(=O)c2ccc(OC)cc2)c(NC(=O)CCC(=O)O)s1,3%,-1%,4%,12%,-17,10%,24%,-12
CC(C)(C)OC(=O)N/N=C/c1ccc(C(=O)O)cc1,1%,0%,7%,·,-7,-10%,6%,10
Clc1ccc(OCc2nc(-c3ccncc3)no2)cc1,8%,-10%,-2%,-7%,-3,-3%,18%,-14
COc1ccc(CNC(=O)c2cncc(Br)c2)cc1,5%,3%,-7%,-3%,-5,-13%,-18%,-16
CCC(=O)Nc1ccc(C)cc1-c1nc2ccccc2n(CC(=O)Nc2ccccc2Cl)c1=O,·,4%,·,-19%,-9,·,-9%,·
CC(=O)c1sc(NC(=O)CSCc2c(C)noc2C)nc1-c1ccccc1,7%,1%,1%,·,-4,3%,0%,-1
Cc1cccc(NC(=O)/C(=C\c2cccs2)NC(=O)c2ccccc2)c1,-4%,14%,0%,-7%,0,7%,6%,-24
COC(=O)c1sc(-c2ccccc2)cc1NC(=O)c1ccccc1,10%,0%,-3%,-6%,2,-7%,3%,8
CC(Oc1ccccc1)C(=O)N=C1SC2CS(=O)(=O)CC2N1CCc1ccccc1 (stereo unspecified),5%,-2%,-18%,?,1,1%,-1%,5
CCc1ccc(N2CC(C(=O)Nc3ccc4c(c3)OCO4)CC2=O)cc1 (stereo unspecified),-4%,0%,20%,-6%,-2,10%,17%,-2
CC1CCc2[nH]c3ccc(C(=O)Nc4ccc(C(=O)N(C)C)cc4)cc3c2C1 (stereo unspecified),-8%,-6%,18%,·,2,5%,23%,-15
CCCCC(O)(c1ccc(OC)cc1)C(CN1CCOCC1)c1ccccc1 (stereo unspecified),-4%,14%,?,15%,-9,4%,-16%,-3
O=C(OCC(=O)N1CCCC1)c1cc(Cl)ccc1Cl,3%,8%,2%,-8%,3,0%,6%,1
CCOC(=O)C(Cc1ccccc1)(Cc1ccccc1)C(C)=O,13%,-4%,-24%,11%,-10,22%,-1%,4
CCN(CC)S(=O)(=O)c1ccc(N2CCOCC2)c(NC(=O)c2cc3ccccc3oc2=O)c1,4%,-6%,1%,30%,25,-9%,?,9
COc1cccc(OC)c1C(=O)Nc1cccc(NC(=O)c2cccs2)c1,5%,-16%,9%,34%,14,1%,2%,0
COc1ccc(-n2nnnc2SCC(=O)Nc2c(C)n[nH]c2C)cc1,0%,-1%,-6%,7%,3,-10%,24%,15
CCC(=O)N(Cc1cc2ccc(C)cc2[nH]c1=O)c1ccccc1OC,-5%,-2%,-2%,-7%,4,-4%,-24%,6
O=C(Nc1ccc2nc(SCC(=O)N3CCCC3)sc2c1)c1cccc(Cl)c1,·,-11%,·,9%,9,·,2%,·
CCCOc1ccccc1NC(=O)CC1Nc2ccccc2NC1=O (stereo unspecified),11%,-29%,-16%,?,2,1%,-13%,-21
COc1cccc(-c2nc(CS(=O)(=O)CC(=O)Nc3ccccc3C)c(C)o2)c1,-7%,12%,-10%,4%,1,0%,4%,3
CSCC[C@H](NC(=O)c1cccs1)C(=O)N1CCC2(CC1)NCCc1[nH]cnc12,7%,4%,-3%,24%,2,-1%,-5%,7
O=C1c2ccccc2C(c2nnnn2Cc2ccccc2)N1CCOc1ccccc1 (stereo unspecified),7%,-1%,-8%,4%,-1,25µM*,11µM*,-23
Cn1c(=O)[nH]c2c(nc(-c3ccc(Cl)cc3)n2C)c1=O,8%,-5%,7%,-1%,4,0%,13%,0
CN(C)C(=O)CSc1nc2ccccc2c(=O)[nH]1,3%,-10%,-5%,-9%,-4,4%,-10%,12
Cc1oc(-c2ccc(Cl)cc2)cc1C(=O)O,2%,-42%[inhibitor],8%,7%,11,18%,?,-2
Cc1nnc(SCC(=O)Nc2ccc3c(c2)OCCO3)n1N,-5%,7%,-2%,2%,2,0%,3%,23
O=C1NC2(CCCCC2)C(=O)N1CC(=O)N(Cc1ccccc1)c1ccccc1,-4%,-4%,-30%,22%,-7,-1%,-19%,-17
O=C(Cc1ccccc1[N+](=O)[O-])Nc1ccc2c(c1)OCCO2,6%,34%,0%,-9%,5,0%,-8%,-12
CCOc1ccc(C(=O)Nc2nnc(NC(=S)Nc3ccccc3)s2)cc1,-1%,16%,2%,13%,3,2%,20%,-5
COCc1nnc(NC(=O)c2ccccc2Oc2ccccc2)s1,-4%,17%,-2%,-1%,20,1%,?,3
Cc1ccc(Cl)cc1NC(=O)C(NS(=O)(=O)c1cccs1)c1ccccc1 (stereo unspecified),-13%,29%,14%,10%,-2,0%,19%,4
O=C(CCn1c(=S)[nH]c2ccccc2c1=O)N1CCCCC1,12%,·,0%,-4%,0,-16%,-8%,-17
O=C(O)c1nn(Cc2nc3ccccc3o2)c(=O)c2ccccc12,7%,8%,-13%,0%,6,1%,-11%,7
N#Cc1ccc(Oc2ccc(/C=N/O)cn2)cc1,6%,15%,9%,-17%,9,-8%,13%,36
CCOC(=O)c1c(C)[nH]c(C)c1S(=O)(=O)NCCc1ccco1,6%,4%,-2%,12%,-11,-1%,1%,-24

# Full records, looked up by structure. Order of screens: EPAC2 agonist, Abeta rescue, EPAC2 antagonist, FUS suppressor, DRD3 agonist, aSyn yeast inh, TDP43 rescue, D3 antag
# Record of CN(C)C(=O)CSc1nc2ccccc2c(=O)[nH]1 : 3%, -10%, -5%, -9%, -4, 4%, -10%, 12
# Record of N#Cc1ccc(Oc2ccc(/C=N/O)cn2)cc1 : 6%, 15%, 9%, -17%, 9, -8%, 13%, 36
# Record of CCOc1ccc(C(=O)Nc2nnc(NC(=S)Nc3ccccc3)s2)cc1 : -1%, 16%, 2%, 13%, 3, 2%, 20%, -5
# Record of Cc1oc(-c2ccc(Cl)cc2)cc1C(=O)O : 2%, -42%[inhibitor], 8%, 7%, 11, 18%, ?, -2
# Record of CCOC(=O)c1c(C)[nH]c(C)c1S(=O)(=O)NCCc1ccco1 : 6%, 4%, -2%, 12%, -11, -1%, 1%, -24
